High-throughput results from PubChem BioAssay.
hIAP act: increases human intestinal alkaline phosphatase activity; P09923; purified human IAP, CDP-Star luminescence, 30 min; hits give high values; 1 = vehicle-only enzyme, 0 = enzyme-free background; activation factor at 10 µM; hit rate 0.16% among 330,000; AID 2524;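 active = activation factor of the enzyme at least 2-fold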; note: the source names both 10 and 20 µM as test concentration; values of inactives mirror those of a sister screen read the other way
NR3A LBD binder: modulates the human NR3A ligand-binding domain; NR3A LBD differential scanning fluorimetry, Tm shift; 0% = protein alone, 100% = glycine-bound protein; Tm shift relative to glycine control, % at 25 µM; hit rate 2.5% among 340,000;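 active = melting temperature shift of at least 10% of the positive control shift, at one fixed dose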
SENP1 inh: SENP1 (human) catalytic domain inhibition; Q9P0U3; recombinant SENP1 catalytic domain, CyPet-SUMO1-YPet FRET cleavage; inhibition, % at 10 µM; hit rate 0.21% among 360,000; AID 624204;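 active = inhibition at least 30% at 10 µM, raw YFP signal under a set limit, fluorescence ratio 0.5 to 1.5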;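 note: 0% = enzyme with DMSO and 100% = no enzyme wells; some results filed as inactive read as strong as hits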
Target sequence (Q9P0U3 419-644 limits assumed): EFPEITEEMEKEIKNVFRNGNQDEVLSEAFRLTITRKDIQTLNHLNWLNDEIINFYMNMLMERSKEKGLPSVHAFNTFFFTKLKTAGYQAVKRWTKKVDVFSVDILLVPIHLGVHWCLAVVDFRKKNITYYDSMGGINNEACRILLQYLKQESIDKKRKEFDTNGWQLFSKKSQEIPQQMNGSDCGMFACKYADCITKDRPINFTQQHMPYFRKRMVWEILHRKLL
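material = recombinant human SENP1 catalytic domain, His6-tagged | quantity = 20 pM enzyme | reagent = 25 nM SUMO1 FRET substrate | compound dosing = 10 µM single point, 0.5% DMSO | timing = 50 min enzyme reaction, room temperature, light-protected | detection = FRET, CFP and YFP emission | control set = no-enzyme low, enzyme-DMSO high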
PfG6PD inh: PfG6PD (Plasmodium falciparum) enzyme inhibition; PfGluPho enzyme, NADPH resazurin-diaphorase fluorescence; inhibition, % at 20 µM; hit rate 0.78% among 350,000; AID 504690;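 active = inhibition reaching at least a set limit at 20 µM in the primary screen, cut at about 59% in these data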;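 note: 0% = DMSO wells with substrate and 100% = DMSO wells lacking glucose-6-phosphate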
ATG4B inh: inhibitors of human ATG4B cysteine protease | Q9Y4P1 | ATG4B cleavage of LC3-PLA2, NBD-HPC fluorescence, 1 h | inhibition, % at 8.33 µM | hit rate 0.51% among 340,000 | AID 504462; in the data active = inhibition above about 40%
Target sequence (Q9Y4P1 whole entry, looked up): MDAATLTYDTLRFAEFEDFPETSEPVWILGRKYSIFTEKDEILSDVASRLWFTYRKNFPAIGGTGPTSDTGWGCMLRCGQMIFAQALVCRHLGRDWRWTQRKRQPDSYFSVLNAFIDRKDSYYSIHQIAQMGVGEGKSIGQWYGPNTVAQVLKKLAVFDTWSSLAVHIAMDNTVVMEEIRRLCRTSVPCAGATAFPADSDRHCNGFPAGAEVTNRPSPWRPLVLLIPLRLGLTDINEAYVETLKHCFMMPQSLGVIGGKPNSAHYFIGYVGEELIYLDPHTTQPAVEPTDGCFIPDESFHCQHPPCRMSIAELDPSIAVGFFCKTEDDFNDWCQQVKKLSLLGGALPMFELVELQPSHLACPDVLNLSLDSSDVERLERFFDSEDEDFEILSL
SENP8 block: blocks human SENP8 cleavage of Nedd8 substrate | inhibition, % at 20 µM | Q96LD8 | recombinant SENP8, Nedd8 substrate fluorescence | hit rate 0.64% among 360,000; in the data active = inhibition mostly above about 40%, no sharp cut-off; inactive = mostly below about 27%
Target sequence (Q96LD8 whole entry, looked up): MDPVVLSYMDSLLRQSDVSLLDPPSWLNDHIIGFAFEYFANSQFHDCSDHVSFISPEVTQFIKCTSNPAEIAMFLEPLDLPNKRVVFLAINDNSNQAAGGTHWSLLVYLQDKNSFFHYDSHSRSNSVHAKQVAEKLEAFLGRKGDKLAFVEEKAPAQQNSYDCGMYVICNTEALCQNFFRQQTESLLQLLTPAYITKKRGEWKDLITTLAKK
SENP6 block: inhibitors of human SENP6 protease; Q9GZR1; Recombinant SENP6 catalytic domain, aminoluciferin luminescence; inhibition, % at 10 µM; hit rate 1.8% among 330,000; AID 2599;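 active = inhibition above about 50% at the single tested dose, limit read from the data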;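 note: plate controls were DMSO wells with enzyme for no effect and DMSO wells lacking enzyme for full effect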
MPTP inh: inhibitors of mitochondrial permeability transition pore; isolated mouse mitochondria, Ca2+ swelling absorbance, 30 min; inhibition, % at 10 µM; hit rate 1.4% among 360,000;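 active = inhibition of 50% or more, scaled per plate between neutral and stimulator controls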;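 note: 0% = DMSO wells given calcium and 100% = 1 mM EGTA wells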
* hit, by the source's call; nt = not tested or not shown.

structure	SENP1 inh	PfG6PD inh	NR3A LBD binder	MPTP inh	SENP8 block	SENP6 block	ATG4B inh	hIAP act
COC(=O)c1scc(C)c1N1C(=O)c2ccccc2C1=O	-1	-13	-1	0.8	15	-4	6	0.74
Cc1occc1C(=O)NC1CCCc2ccccc21 (configuration not stated)	3	2	0	0.5	0	2	7	1
CC(C)(C)C(=O)CNCC(=O)C(C)(C)C	4	-21	0	0.5	25	5	8	1
NC(=O)COC(=O)c1cccc(S(=O)(=O)N2CCCCC2)c1	-1	-10	0	-0.2	15	-1	11	1
CCN(CC)c1ccc(C(=O)N/N=C(\C)c2cccnc2)cc1	-2	9	1	7.4	-134	-4	-3	1.1
CCCCn1c2ccc(F)cc2c2nnc(SCCN3CCOCC3)nc21	2	39	-1	-0.1	8	-27	-3	1.1
CCc1ccc(NC(=O)c2sccc2-n2cccc2)cc1	0	19	-4	1.2	13	19	12	0.99
[C-]#[N+][C@H](O[C@@H]1O[C@H](CO)[C@@H](O)[C@H](O)[C@H]1O)c1ccccc1	0	-10	-1	-2.1	-2	-2	-13	0.86
CC(C)(C)c1ccc(NC(=O)COC(=O)CCc2nc3ccccc3c(=O)[nH]2)cc1	2	34	-2	-1.5	0	3	-19	0.91
CC1CCCC(C)N1CCOc1cc(N)ccc1C#N (configuration not stated)	1	-9	-3	-0.1	32	nt	-7	nt
CCCS(=O)(=O)N1CCN=C1SCc1cccc2ccccc12	-1	5	0	4.1	6	-15	1	0.88
Cc1oc(-c2ccc(Cl)cc2)nc1CS(=O)CC(=O)NCCCN1CCOCC1 (configuration not stated)	0	-10	3	0.0	-2	-4	2	1.1
CC(C)(C)C1CCC(OCC(O)CN2CCCC2)CC1 (configuration not stated)	2	-3	-2	1.3	15	14	5	0.95
COc1ccc(NC(=O)c2ccc[n+]([O-])c2)cc1	2	-15	4	2.0	19	17	-5	1.1
c1ccc2c(NC3C4CC5CC(C4)CC3C5)nc(N3CCOCC3)nc2c1 (configuration not stated)	1	21	-5	3.9	-362	1	22	1

Entries of single compounds, looked up by structure. Order of values: SENP1 inh	PfG6PD inh	NR3A LBD binder	MPTP inh	SENP8 block	SENP6 block	ATG4B inh	hIAP act
COc1ccc(NC(=O)c2ccc[n+]([O-])c2)cc1 is listed as 2	-15	4	2.0	19	17	-5	1.1
CC(C)(C)C1CCC(OCC(O)CN2CCCC2)CC1 (configuration not stated) is listed as 2	-3	-2	1.3	15	14	5	0.95

(next part)
structure	SENP1 inh	PfG6PD inh	NR3A LBD binder	MPTP inh	SENP8 block	SENP6 block	ATG4B inh	hIAP act
CC(=O)c1cccc(NC(=O)CN2C(=S)NC(C)(C)CC2C)c1 (configuration not stated)	0	3	-1	-1.7	8	2	-7	1.1
CC1(C)Cc2c(sc3nc(SCC(=O)O)[nH]c(=O)c23)CO1	2	-11	0	-1.0	-38	-1	1	1.1
CC(Nc1ccc(F)cc1F)C(=O)NC(=O)NC1CCCCC1 (configuration not stated)	-3	-5	2	-1.1	6	-4	-4	0.97
COc1ccc(CCNC(=O)CN2C(=O)NC3(CCCCC3C)C2=O)cc1 (configuration not stated)	3	-2	-1	-2.1	20	-6	1	1
Cc1ccccc1N(C(=O)Cc1cccs1)C(C(=O)NC1CCCCC1)c1cn(C)nc1C (configuration not stated)	-6	-9	-1	-0.1	2	4	3	0.89
N#CC1=C(S)N(c2ccccc2)C2(CCCCC2)NC1=O	-1	9	-3	-1.0	15	-5	-9	1.1
Cc1ccc(S(=O)(=O)N(C)CC(=O)N(C)CCOc2ccccc2)cc1	0	3	nt	-0.2	9	nt	nt	nt
CC1CCC(NC(=O)CC(NC(N)=O)c2ccccc2Cl)CC1 (configuration not stated)	0	-2	-1	0.4	13	-8	5	1
OC(COC(c1ccc(F)cc1)c1ccc(F)cc1)CN1CCCC1 (configuration not stated)	2	-8	2	0.2	27	-7	7	1
CC(=O)c1ccc(N2CCN(C(=O)Nc3cccc(F)c3)CC2)cc1	-1	-15	-1	-0.2	-90	-5	-7	1.1
CCOc1ccc(NC(=O)CSc2nncc(=O)n2N)cc1	1	-9	1	-0.5	1	-6	6	1.1
COc1ccc2[nH]c(C(=O)Nc3ccc(F)cc3Br)cc2c1	2	5	-1	-0.6	-440	-14	-2	0.92
Cc1ccc(S(=O)(=O)NCC(=O)OCC(=O)NCc2ccc3c(c2)OCO3)cc1	1	5	2	1.5	7	-11	-8	1.2
O=C(Nc1ccc(S(=O)(=O)NC2=NCCCCC2)cc1)c1ccc(=O)[nH]c1	1	-13	-1	-3.1	8	-5	-3	1.1
COc1ccc(Nc2n[nH]c(C)c2[N+](=O)[O-])cc1	3	9	4	1.7	16	-14	-4	0.85
COc1ccc(-c2nn(-c3ccccc3C)cc2CNCCc2cnc[nH]2)cc1F	-1	13	-3	8.1	-5	-9	17	1.5
C#CCOCCOCCOCCNc1nc(N2CCN(C(=O)Cn3cc(CC(C)O)nn3)CC2)nc(N2CCN(C(=O)Cn3cc(CC(C)O)nn3)CC2)n1 (configuration not stated)	1	5	-2	-0.6	16	-25	-5	1
CC(=O)NS(=O)(=O)c1ccc(N=NN2CCCCC2)cc1	4	-4	-11	1.1	9	1	3	1.1
COC(=O)c1c(C)[nH]c(C(=O)C(C)OC(=O)C2CC(=O)N(CCc3ccccc3)C2)c1C (configuration not stated)	0	8	1	-1.8	-4	-4	2	1
O=[N+]([O-])c1ccc(Oc2ccc(S(=O)(=O)N3CCCCC3)cc2)cc1	0	2	-8	37	39	-7	4	0.98
COc1cccc(-c2nc(CS(=O)(=O)CC(=O)Nc3ccc(C(C)=O)cc3)c(C)o2)c1	-1	4	-3	-1.4	-2	-3	-17	0.98
COc1ccc(CN2CCNC(=O)C2CC(=O)N(C)C2CCCCC2)cc1OC (configuration not stated)	-4	1	nt	-0.2	-15	nt	nt	nt
COc1ccc(C(CNC(=O)CNC(=O)c2cccc(F)c2)N2CCOCC2)cc1 (configuration not stated)	-8	-14	nt	-0.9	13	nt	nt	nt
O=[N+]([O-])c1cccc(-n2nnnc2CN2CCCCCC2)c1	0	1	1	-0.6	14	6	-4	0.82
CC(=O)Oc1ccc(-c2ccc(C(=O)OCC(=O)N(C)CC(=O)Nc3ccccc3Cl)cc2)cc1	2	16	-2	0.4	-152	-10	-4	1
CCOC(=O)c1sc(=S)n(-c2ccc(F)c(F)c2)c1N	-1	50	-11	0.7	18	-1	-5	0.87
O=C(CN1CCN(c2cccc(Cl)c2)CC1)Nc1ccc([N+](=O)[O-])cc1C(=O)Nc1ccccc1F	2	11	-3	9.0	14	-2	-21	1
CCOC(=O)N1CCC(N2Cc3cccc(C(=O)Nc4ccc(OCC)cc4)c3C2=O)CC1	3	17	-10	1.6	1	-7	-7	1.1
CSc1nc(N)c(NC(=O)c2ccc(Br)o2)c(=O)[nH]1	-1	-5	2	1.7	2	10	11	0.7
CCOc1ccc(CCNC(=O)CSc2n[nH]c(N)n2)cc1OCC	0	12	-1	-0.6	-4	-6	12	0.87
COCCn1c(=S)[nH]c2sc3c(c2c1=O)CCC(C)C3 (configuration not stated)	3	-5	1	-0.6	6	8	2	1.1
C=CCN(CC=C)C(=O)C(=O)c1ccn(-c2c(C)csc2C(=O)OC)c1	1	-26	0	0.2	5	2	-2	0.9
S=C(Nc1ccc(Cl)cc1)N1CCOCC1	3	-22	0	0.0	22	0	-18	0.96
Cc1cccc(NC(=S)Nn2cnnc2)c1C	1	21	1	-0.7	8	-17	7	1
Cc1nn(-c2ccccc2)c(C)c1/C=N/NC(=O)c1cc(O)cc(O)c1	0	-1	-17	1.7	-14	-15	-12	0.81
COc1cccc(/C=C/C(=O)Nc2cccc(C(C)=O)c2)c1OC	2	39	15*	-0.7	-62	33	-16	1.1
CCCCSc1nc(C)[nH]c1[N+](=O)[O-]	1	4	1	1.4	14	-13	-6	1.1

Among those listed so far, these have an aryl methoxy group:
structure	SENP1 inh	PfG6PD inh	NR3A LBD binder	MPTP inh	SENP8 block	SENP6 block	ATG4B inh	hIAP act
COc1ccc(NC(=O)c2ccc[n+]([O-])c2)cc1	2	-15	4	2.0	19	17	-5	1.1
COc1ccc(CCNC(=O)CN2C(=O)NC3(CCCCC3C)C2=O)cc1 (configuration not stated)	3	-2	-1	-2.1	20	-6	1	1
COc1ccc2[nH]c(C(=O)Nc3ccc(F)cc3Br)cc2c1	2	5	-1	-0.6	-440	-14	-2	0.92
COc1ccc(Nc2n[nH]c(C)c2[N+](=O)[O-])cc1	3	9	4	1.7	16	-14	-4	0.85
COc1ccc(-c2nn(-c3ccccc3C)cc2CNCCc2cnc[nH]2)cc1F	-1	13	-3	8.1	-5	-9	17	1.5
COc1cccc(-c2nc(CS(=O)(=O)CC(=O)Nc3ccc(C(C)=O)cc3)c(C)o2)c1	-1	4	-3	-1.4	-2	-3	-17	0.98
COc1ccc(CN2CCNC(=O)C2CC(=O)N(C)C2CCCCC2)cc1OC (configuration not stated)	-4	1	nt	-0.2	-15	nt	nt	nt
COc1ccc(C(CNC(=O)CNC(=O)c2cccc(F)c2)N2CCOCC2)cc1 (configuration not stated)	-8	-14	nt	-0.9	13	nt	nt	nt
COc1cccc(/C=C/C(=O)Nc2cccc(C(C)=O)c2)c1OC	2	39	15*	-0.7	-62	33	-16	1.1
